GLP-1R agonist: GLP-1 receptor (human) agonism; P43220; HEK293 GLP-1R CRE-luciferase, luminescence, 4-6 h; cells express a hypersensitive GLP-1R form; Potency, µM (series often up to 45.6 µM), without a hit: at the top dose activation, actives largely listed as activators; 380,000 tested, 0.007% active; AID 624172; further: potency means the concentration at half of the fitted maximal effect; % of control where 0% means no effect
Target sequence (P43220 whole entry, looked up): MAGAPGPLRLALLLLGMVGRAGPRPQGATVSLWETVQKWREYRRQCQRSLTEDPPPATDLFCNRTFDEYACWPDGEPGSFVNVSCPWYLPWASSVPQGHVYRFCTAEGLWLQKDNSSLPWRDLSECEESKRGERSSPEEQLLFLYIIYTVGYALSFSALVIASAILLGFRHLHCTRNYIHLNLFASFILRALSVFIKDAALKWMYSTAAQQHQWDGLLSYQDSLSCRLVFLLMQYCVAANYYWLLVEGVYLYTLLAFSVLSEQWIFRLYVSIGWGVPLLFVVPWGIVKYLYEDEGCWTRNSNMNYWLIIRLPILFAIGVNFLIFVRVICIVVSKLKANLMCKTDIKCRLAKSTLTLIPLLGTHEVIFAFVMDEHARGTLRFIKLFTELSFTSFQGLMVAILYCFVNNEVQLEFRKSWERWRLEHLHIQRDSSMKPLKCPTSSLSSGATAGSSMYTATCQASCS
WRN helicase inh: blocks human WRN helicase; AID 651768; WRN helicase unwinding, fluorescent forked duplex, kinetic; Potency, µM (titrated, usually from 114 µM), inactives show top-dose activity change, negative = inhibition, actives largely listed as inhibitors; 360,000 tested, 0.46% active; further: potency means the concentration at half of the fitted maximal effect; on the % scale 0 is the no-effect control and ±100 the full control effect; nearly all actives have a fitted effect of over 55% in size
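Kinetic fluorescence helicase assay: unwinding of a quenched forked DNA duplex (100 nM final) with 2 mM ATP final raises red fluorescence (525/598 nm). Compounds sat 15 min at room temperature with 20 nM WRN beforehand.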
HEK293 tox: cytotoxic in the GLP-1 receptor inverse agonist counter-screen. HEK293 cAMP-luciferase reporter cells, luminescence, 24 h. Potency, µM (titrated, usually from 38.3 µM), for the others: at the top dose activity change, negative = inhibition, actives largely listed as inhibitors. 410,000 tested, 0.13% active;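 further: loss of luciferase light is scored as toxicity; potency means the concentration at half of the fitted maximal effect; on the % scale 0 is the no-effect control and ±100 the full control effect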
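Cells in DMEM/10% Nu serum/1% pen-strep, 1536-well format. Pre-incubated 12 h, dosed with 23 nL compound, incubated a further 24 h. Luciferase detection, 12 min at room temp, luminescence.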
D3 ag: agonists of human D3 dopamine receptor. P35462. D3R DiscoveRx beta-arrestin cells, luminescence, 90 min. max activation, %. 410,000 tested, 0.58% active. AID 652048; in the data active means max activation above about 30%; further: 0% is about no effect; mostly tested at two doses, the higher about 12 µM
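Agonist mode: compounds and dopamine controls were applied to plated cells for 90 min at 37 degrees C after an overnight attachment at 1500 cells/well. Luminescent read-out followed 30 - 60 minutes at room temperature with DiscoveRx detection reagent.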
IL-2 act: IL-2 activation; IL-2 activation reporter assay, cell-based qHTS; stimulated with anti-CD3/CD4/CD28 beads; in transgenic mouse T cells; activation, % (series mostly up to about 46 µM); 360,000 tested, 0.065% active; AID 652025; in the data active means activation above about 50%; inconclusive means mostly about 30% to 49%; further: 0% is about no effect
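EGFP and DsRed fluorescence is measured by plate cytometry in unstimulated transgenic mouse T cells exposed to compound for 60 minutes, then stimulated 18 hours at 37 degrees C with anti-CD3/anti-CD4 beads plus anti-CD28.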
GLP1R inv ag: inverse agonists of human GLP-1 receptor | HEK293 GLP-1R CRE-luciferase, luminescence, 24 h; GLP-1R form is constitutively active | Potency, µM (highest dose often 38.3 µM), without a hit: at the highest dose activity change, negative = inhibition, most hits filed as inhibitors | P43220 | 410,000 tested, 1.6% active | AID 624417; further: potency means the concentration at half of the fitted maximal effect; on the % scale 0 is the no-effect control and ±100 the full control effect; nearly all actives have a fitted effect of over 55% in size
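Luminescence readout: a drop in cAMP-driven luciferase signal flags inverse agonism at a constitutively active GLP-1R stably expressed in HEK293. Compound exposure lasted 24 hr at 37 deg C, 5% CO2.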
D3 antag: blocks the human D3 dopamine receptor. P35462. D3R cells, DiscoveRx beta-arrestin luminescence, antagonist mode; stronger effect = lower value. max response, negative = inhibition, %. 360,000 tested, 2.5% active; in the data active means max response below about -50%; inconclusive means no clear call, values can overlap the other calls; further: on the % scale 0 is the no-effect control and ±100 the full control effect; mostly tested at two doses, the higher about 12 µM
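Cells expressing the human receptor were seeded at 1500 cells/well, incubated overnight at 37 degrees C in 5% CO2, then exposed to library compounds with dopamine controls for 90 minutes at 37 degrees C before luminescent detection.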
PI5P4K alpha inh: blocks human PI5P4K alpha kinase activity | PI5P4Kalpha enzyme, ADP-Glo luminescence, 60 min; stronger effect = lower value | 330,000 tested, 1.2% active | max response, % | AID 652105 | P48426; active means max response of -50% or lower; inconclusive means between -30% and -50%; inactive means -30% or higher; further: value at the top dose of about 77 µM; on the % scale 0 is the no-effect control and ±100 the full control effect
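Compounds were pin-transferred onto PI5P4Kalpha and substrate in HEPES pH 7.4 buffer with EGTA, CHAPS and 5% DMSO. ATP (5 microM final) started the reaction, which ran 60 minutes at room temperature before ADP-Glo detection.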
PLK1 PBD block: PLK1 (human) polo-box domain binding inhibition | P53350 | Plk1 PBD binding of FITC phosphopeptide, fluorescence polarization | Potency, µM, inactives show max response, negative = inhibition, usual class: inhibitors | 360,000 tested, 2.8% active; further: potency means the concentration at half of the fitted maximal effect; series mostly up to about 57 µM; on the % scale 0 is the no-effect control and ±100 the full control effect; nearly all actives have a fitted effect of over 65% in size
Target sequence (P53350 whole entry, looked up, the tested form may be a part): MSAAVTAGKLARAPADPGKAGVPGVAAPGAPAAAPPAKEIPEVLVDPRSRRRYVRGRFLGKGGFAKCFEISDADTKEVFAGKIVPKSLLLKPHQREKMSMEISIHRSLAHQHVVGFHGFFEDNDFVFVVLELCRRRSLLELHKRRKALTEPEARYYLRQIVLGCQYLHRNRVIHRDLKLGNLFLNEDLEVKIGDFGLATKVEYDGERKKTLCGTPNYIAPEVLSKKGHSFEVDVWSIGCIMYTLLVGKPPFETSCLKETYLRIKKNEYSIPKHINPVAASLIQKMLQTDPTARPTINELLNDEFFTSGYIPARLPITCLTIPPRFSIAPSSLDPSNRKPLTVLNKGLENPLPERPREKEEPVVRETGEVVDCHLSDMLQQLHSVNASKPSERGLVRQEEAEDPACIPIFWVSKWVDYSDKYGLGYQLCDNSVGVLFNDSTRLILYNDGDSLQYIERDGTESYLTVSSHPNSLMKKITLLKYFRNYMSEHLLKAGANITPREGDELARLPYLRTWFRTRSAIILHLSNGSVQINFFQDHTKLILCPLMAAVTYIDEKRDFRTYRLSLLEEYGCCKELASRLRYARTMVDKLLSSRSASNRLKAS
Starred values were filed as active, the others as inactive; u = inconclusive; x = no result given; & = joins results of further samples; [ ] = another dose, or the depositor's remark. Unless noted, the call rests on the fitted dose curve; in most records, active means well fitted curve in the direction sought with a large enough effect; inconclusive means small, poorly fitted or top-dose-only effect, or another doubt; inactive means no such curve, though single readings can be large; an effect the other way counts as inactive or inconclusive.

Every second line gives: WRN helicase inh	HEK293 tox	D3 ag	IL-2 act	PLK1 PBD block	GLP-1R agonist	GLP1R inv ag	D3 antag	PI5P4K alpha inh
1	C/C(N)=C(/C#N)C(=O)CSc1nc2ccccc2c(=O)n1CCCOC(C)C
  0%	-7%	-9	-4.4	-3%	28%	34%[activator]	4	3
2	O=C(CNC(=O)c1ccco1)NCC(=O)OCc1c(F)cccc1Cl
  -25%	1%	-1	-1.6	-9%	0%	12%	5	5
3	O=C(CN=C1NS(=O)(=O)c2ccccc21)OCC(=O)c1ccccc1
  -7%	2%	-1	1.8	-4%	4%	21%	-3	3
4	CC1(C)SCC2C(=O)N3C(CSC3(C)C)C(=O)N21 (configuration not stated)
  0%	-7%	7	1.5	-3%	-9%	0%	2	x
5	CNC(=O)c1c(NC(=O)c2ccc(N3C(=O)CCC3=O)cc2)sc2c1CCC(C)C2 (configuration not stated)
  -12%	15%	25	-1.9	-6%	0%	8%	14	-20
6	O=C(CCCCCCCC(=O)NNC(=O)Nc1ccccc1)NNC(=O)Nc1ccccc1
  -34%	2%	-19	-5.2	-13%	0%	11%	-18	-6
7	O=C(c1ccc2c(c1)OCO2)N1CCOCC1
  30%	2%	-1	-1.7	-7%	-4%	4%	-20	x
8	COC(=O)c1cc(S(=O)(=O)N2CCCCC2)c[nH]1
  -10%[11.6 µM]	-1%	0	-0.3	-3%	10%	4%	28	14
9	COc1cc(/C=C/C(=O)O)cc(S(=O)(=O)Nc2ccc3c(c2)OCO3)c1OC
  -5%[57.1 µM]	-18%	-5	-2.2	-5%	-5%	10%	-2	-53*
10	COc1ccc2c(c1)CCc1c(C(=O)NC3CCCCC3)noc1-2
  -5%	-5%	35*	3.2	0%	-3%	0%	28	x
11	O=C(NC1=NCCS1)c1ccc(Cl)s1
  -5%	3%	3	0.5	-18%	0%	5%	-77*	x
12	CC1(C)CC(=O)C=C(NCc2ccccc2)C1
  -4%	-2%	-6	1.1	-11%	-1%	0%	-25	x
13	OCCCN1CCN(CCCOc2ccccc2-c2ccccc2)CC1
  -32%	4%	-19	-3.1	-9%	-15%	-2%	u	6
14	Cc1ccc(/C=N/N2C(=S)SC(C)(C)C2N(O)C(=O)Nc2ccc([N+](=O)[O-])cc2)cc1 (configuration not stated)
  -10%	u	-7	-4.2	-14%	-3%	u	-58*	-1
15	O=C(Nc1ccc2c(c1)[nH]c(=O)c1ccccc12)C(F)(F)F
  -5%	-3%	1	-1.6	3%	16%	43%[activator]	2	-9
16	CCOC(=O)c1c(C)[nH]c(C2=NNC(=NC(C)COC)SC2)c1C (configuration not stated)
  0%	3%	-11	-3.1	u	u	45%[activator]	14	7
17	COC(=O)C1=C(C)N(Cc2ccccc2)C(=NCc2cc(OC)c(OC)c(OC)c2)N[C@H]1CCc1ccccc1
  8%	2%	-13	-0.4	-6%	14%	-25%	9	-9
18	O=C(Oc1ccccc1Cl)c1ccccc1P(=O)(O)O
  -8%	4%	-6	-2.0	2%	2%	0%	4	x
19	Cc1nc(CN2CCN(C(=O)NC3(c4ccccc4)CC3)CC2)cs1
  9%	13%	-4	0.7	-13%	2%	0%	-22	9
20	COc1ccc(C(=O)Nc2nc(N)n(-c3ccccc3)n2)cc1
  9%	-5%	5	-0.2	0%	-6%	13%	16	5

Every second line gives: WRN helicase inh	HEK293 tox	D3 ag	IL-2 act	PLK1 PBD block	GLP-1R agonist	GLP1R inv ag	D3 antag	PI5P4K alpha inh
21	O=C(NC(=S)Nc1ccc(F)cc1)c1ccc2c(c1)OCCO2
  -6%	u	0	0.1	-22%	-4%	u	-3	1
22	COC(=O)CN1CCN(C(=O)c2ccc(F)cc2)c2ccccc2C1
  2%	22%	-8	0.4	-20%	2%	12%	-13	5
23	O=c1[nH]cnc2c1ncn2[C@@H]1O[C@H](CO)[C@@H](O)[C@H]1O
  x	3%	-21&7	1.6	-3%	0%	-2%	7	0
24	COCCN(C(=O)COC(=O)CCCc1c[nH]c2ccccc12)c1c(N)n(Cc2ccccc2)c(=O)[nH]c1=O
  -4%	-7%	5	0.3	-6%	3%	-9%	4	0
25	COc1ccc(-n2c(SCC(=O)Nc3ccc4c(c3)OCO4)nc3c(c2=O)SCC3)cc1
  3%	-9%	5	-2.9	-6%	-5%	0%	-11	1
26	COc1cc(OC)cc(C(=O)NCC2CCCN(C(=O)c3oc(C)cc3C)C2)c1 (configuration not stated)
  -7%	2%	0	0.9	2%	1%	-2%	13	6
27	Cc1cc2cc(CNC(=O)Nc3ccccc3)ccc2n1C
  -21%	-27%	0	-1.5	-9%	4%	0%	-16	x
28	COc1ccc(C2c3cc(OC)c(OC)cc3CCN2S(C)(=O)=O)cc1OC (configuration not stated)
  5%	-6%	5	-0.2	-1%	11%	4%	5	-2
29	COc1cccc(CN2CCNC(=O)C2CC(=O)NC2CCCC2)c1OC (configuration not stated)
  2%	8%	-12	-0.2	-14%	4%	-1%	0	-11
30	COc1ccc(NC(=O)COc2ccc(N(C)S(=O)(=O)c3ccc(C)cc3)cc2)cc1
  -6%[57.1 µM]	-1%[1.53 µM]	-5	-0.4	11%	-8%	u	5	-5
31	COc1cc(/C=C(\C#N)C(=O)Nc2cc(C(F)(F)F)ccc2Cl)ccc1OCC(=O)Nc1cccc(C(F)(F)F)c1
  -15%	25%	1	-2.7	8%	-4%	u	-1	4
32	CCC(C)Sc1ccc(-c2nc3ccc(Cl)cn3c2NCc2ccccc2)cc1 (configuration not stated)
  -15%	-30%	0	-2.0	3%	21%	-4%	2	0
33	CCOc1ccc(NC2=C(OC)C(=O)c3ccccc3C2=O)cc1
  -1%	-5%	11	-4.1	4%	4%	-14%	-23	28
34	O=C(Nc1cc(S(=O)(=O)N2CCOCC2)ccc1Cl)C1CCC1
  -3%	6%	6	0.0	-2%	-1%	6%	6	1
35	O=C(CCN1CCCO1)N1CCCC(Nc2cccc(F)c2)C1 (configuration not stated)
  -3%	7%	1	2.0	2%	4%	3%	21	7
36	O=C(CNC(=O)c1nc[nH]c1C(=O)NCC(=O)OCc1ccccc1)OCc1ccccc1
  -11%	-14%	5	-3.2	-14%	-3%	-7%	82	5
37	O=S1(=O)NC[C@]23C[C@H](c4ccc(F)cc4)[C@@H](C[C@@H]21)O3
  9%	9%	5	0.2	-6%	2%	2%	-19	-6
38	COc1ccc(C2Nc3ccccc3C(=O)N2c2ccccc2)cc1Cn1cc([N+](=O)[O-])cn1 (configuration not stated)
  -6%	3%	-9	-1.9	-2%	14%	4%	6	2
39	CN1CCN(CC(C)(C)NS(=O)(=O)c2ccccc2)CC1
  -4%	14%	-19	-0.3	-12%	0%	-19%	-13	-8
40	COc1ccc(-c2nn(Cc3ccccc3)cc2C(=O)N2CCN(c3ncccn3)CC2)cc1
  -4%	-3%	-1	-0.5	0%	-2%	u	14	-2

Every second line gives: WRN helicase inh	HEK293 tox	D3 ag	IL-2 act	PLK1 PBD block	GLP-1R agonist	GLP1R inv ag	D3 antag	PI5P4K alpha inh
41	O=C(NCc1ccccc1)[C@@H]1CCCN1C(=O)[C@@H]1CCCN1C(=O)c1cccs1
  -5%	-9%	-2	-0.5	1%	0%	-7%	17	10
42	CCOc1ccc(N2C(=O)C(Cl)=C(N3CCOCC3)C2=O)cc1
  -33%	4%	-2	2.5	-20%	-12%	11%	4	1
43	CCCCCCCCCCCCN1C(=O)CSC1c1cccnc1 (configuration not stated)
  -21%	7%	5	-0.7	-8%	17%	-28%	10	18
44	COc1cccc(/C=N/NC(=O)c2c(C)nc3ccc(Cl)cn23)c1O
  3%	18%	20	-0.4	17%	17%	u	4	1
45	COc1ccccc1C(=O)NC(=O)CSc1nnnn1C
  -3%	12%	-4	2.1	-2%	-2%	1%	1	9
46	COc1ccc(S(=O)(=O)N2CCCC2CNC(=O)C(=O)NC2CCCCCC2)cc1 (configuration not stated)
  -13%	-1%	5	0.2	3%	20%	u	-25	2
47	COc1ccc(/C=N/OC(=O)Nc2ccccc2OC)cc1
  -10%	u	-6	-4.9	1%	10%	u	-5	3
48	Cc1nc(NCCO)c(C#N)c2c1COC(C)(C)C2
  6%	-6%	-11	1.5	-17%	1%	6%	30	-1
49	CCNc1ccc(C(=O)OCC(=O)N2c3ccccc3NC(=O)C2(C)C)cc1[N+](=O)[O-]
  -26%[57.1 µM]	0%[1.53 µM]	5	-1.1	6%	25%	61%[activator]	8	-10

Quoted from the results shown for reference:
Every second line gives: WRN helicase inh	HEK293 tox	D3 ag	IL-2 act	PLK1 PBD block	GLP-1R agonist	GLP1R inv ag	D3 antag	PI5P4K alpha inh
38	COc1ccc(C2Nc3ccccc3C(=O)N2c2ccccc2)cc1Cn1cc([N+](=O)[O-])cn1 (configuration not stated)
  -6%	3%	-9	-1.9	-2%	14%	4%	6	2
39	CN1CCN(CC(C)(C)NS(=O)(=O)c2ccccc2)CC1
  -4%	14%	-19	-0.3	-12%	0%	-19%	-13	-8
40	COc1ccc(-c2nn(Cc3ccccc3)cc2C(=O)N2CCN(c3ncccn3)CC2)cc1
  -4%	-3%	-1	-0.5	0%	-2%	u	14	-2
41	O=C(NCc1ccccc1)[C@@H]1CCCN1C(=O)[C@@H]1CCCN1C(=O)c1cccs1
  -5%	-9%	-2	-0.5	1%	0%	-7%	17	10
42	CCOc1ccc(N2C(=O)C(Cl)=C(N3CCOCC3)C2=O)cc1
  -33%	4%	-2	2.5	-20%	-12%	11%	4	1
43	CCCCCCCCCCCCN1C(=O)CSC1c1cccnc1 (configuration not stated)
  -21%	7%	5	-0.7	-8%	17%	-28%	10	18
44	COc1cccc(/C=N/NC(=O)c2c(C)nc3ccc(Cl)cn23)c1O
  3%	18%	20	-0.4	17%	17%	u	4	1
45	COc1ccccc1C(=O)NC(=O)CSc1nnnn1C
  -3%	12%	-4	2.1	-2%	-2%	1%	1	9
46	COc1ccc(S(=O)(=O)N2CCCC2CNC(=O)C(=O)NC2CCCCCC2)cc1 (configuration not stated)
  -13%	-1%	5	0.2	3%	20%	u	-25	2
47	COc1ccc(/C=N/OC(=O)Nc2ccccc2OC)cc1
  -10%	u	-6	-4.9	1%	10%	u	-5	3
